miR122 inh: miR-122 inhibition in Huh7 cells | 0.3% of 340,000 active | activation (reporter increase), % at 12.5 µM | Huh7 miR-122 Renilla luciferase sensor, 48 h; neutral wells = 0, positive control = 100;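 active = mean replicate activation score at least 90 and every replicate individually at or above 90; inconclusive = only one of the two criteria met; inactive = neither criterion met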;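 also: higher luciferase means less miR-122 activity so hits act as miR-122 inhibitors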
PAX8 inh HTS: PAX8 transcriptional activity inhibition; RMG-I TPO-luciferase reporter, SteadyGlo, 24 h; inhibition, % at 12.6 µM; 1.2% of 360,000 active;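 active = mean replicate inhibition at least 60% with every replicate also reaching 60%; inconclusive = only one of the two criteria is met; inactive = mean below 60% and not all replicates reaching 60%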;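 also: luciferase light reporting Pax8 driven TPO promoter activity; plate controls were median of neutral control wells for no effect and mitoxantrone controls for full effect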
DENV2 CPE: DENV2-induced cell death inhibition | DENV2-infected cells, cytopathic effect rescue, plate reader | CPE inhibition, % at 9.99 µM | 1.7% of 350,000 active; in the data active = CPE inhibition above about 20%, passing the limit was not always enough; inconclusive = no clear call, values can overlap the other calls; tested in BHK-21 cells;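 also: 0% = median of neutral control wells and 100% = median of positive control wells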
EWS-Fli inh: blocks EWS/Fli oncoprotein-driven transcription. 0.67% of 350,000 active. inhibition, % at 12.6 µM. A673 NR0B1-luciferase reporter, viability-normalised;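 active = mean inhibition of at least 50% after viability correction, with every replicate also passing that limit; inconclusive = mean reaches 50% but only one of two replicates passes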;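 also: firefly luciferase signal divided by Alamar Blue viability fluorescence both relative to DMSO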
INS-1E GSIS act: primary screen for activators of insulin secretion dependent on glucose, INS-1E cells, GLuc reporter luminescence; 0.61% of 370,000 active; activation, % at 16.6 µM; INS-1E GLuc reporter insulin secretion, 2-3 h; AID 743287;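 active = lowest replicate activation of at least 40%, so every replicate reaches that level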;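 also: 0% = median of neutral control wells and 100% = median of IBMX positive control wells; some compounds called inactive have numbers as strong as hits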
CFTR F508del cor: CFTR F508del correction in bronchial cells; 0.36% of 350,000 active; CFBE cells, YFP halide quenching; stimulated with forskolin plus potentiator P3; % fluorescence drop versus neutral controls; activity (quench increase), % at 7.58 µM;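 active = mean added fluorescence quench of at least 8% versus neutral control, with both replicates also reaching 8%; inconclusive = only one of the mean or replicate conditions met; inactive = mean below 8% and not both replicates reaching 8%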;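 also: cells transiently co-express mutant CFTR-F508del with the halide-sensitive YFP; corrector assay measuring rescue of mutant channel to the surface after 24 h compound exposure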
FN deposition inh: fibronectin deposition inhibition; inhibition, % at 12.6 µM; 0.086% of 350,000 active; AH1F fibroblasts, Alexa488-fibronectin deposition fluorescence, overnight;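 active = mean inhibition across replicates of 30% or more, regardless of how many single replicates reach that level; inconclusive = mean under 30% yet at least half of replicates reach 30%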;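 also: positive control wells lacked labelled fibronectin entirely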
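Material: AH1F fibroblast monolayer depositing Alexa488-labelled fibronectin into matrix | Input: 10000 AH1F cells/well | Medium: DMEM plus 2% serum, read in PBS | Reagent: Alexa488-fibronectin, 24 nM final in well | Compound dosing: One dose per compound, pinned | Schedule: 1 h adhesion, overnight exposure | Measured by: Fluorescence at 485 nm excitation, 525 nm emission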
* = called active by the depositor; ? = inconclusive; . = not tested or not shown; [ ] = another dose, or the depositor's remark.

SMILES	miR122 inh	PAX8 inh HTS	DENV2 CPE	EWS-Fli inh	INS-1E GSIS act	CFTR F508del cor	FN deposition inh
CN(c1ccccc1)C(c1ccc(F)cc1)c1nnnn1C1CCCC1 (stereo not given)	8	.	.	.	-21	.	1
O=C(CCSCCC(=O)N1CCCC1)N1CCCC1	-3	10	.	.	5	.	-7
CC1CC(=O)Nc2ccccc2N1C(=O)Nc1ccc(F)cc1F (stereo not given)	3	-3	-1	6	1	1.6	-4
Cc1ccc(N(Cc2ccccc2F)S(C)(=O)=O)cc1C	10	.	-4	9	-16	3.0	.
CCc1cc2c(nc1CC)CCCN2S(=O)(=O)c1ccc(C#N)cc1	.	-3	0	-1	-25	2.4	-4
CCOc1ccc(-c2nnn(CC(=O)Nc3ccccc3OC)n2)cc1OCC	3	.	.	.	68*	.	8
CN(C)C(CNC(=O)CCc1nc2sc3c(c2c(=O)[nH]1)CCCC3)c1ccccc1 (stereo not given)	.	8	4	1	14	-3.1	1
Cc1ccc(C2(C)NC(=O)N(CC(=O)NNC(=O)c3ccoc3C)C2=O)cc1 (stereo not given)	-6	9	2	-4	27	0.0	1
CCn1cc(SCC(=O)Nc2cc(C)on2)c2ccccc21	.	6	-2	0	.	1.2	-18
Cc1ccc(S(=O)(=O)N(C)C[C@H]2Oc3ccc(NC(=O)Nc4ccccc4)cc3CC(=O)N([C@@H](C)CO)C[C@@H]2C)cc1	-2[16.7 µM]	-11	-5	-10	0	-4.0	.
CCCNC(=O)N1[C@H](CO)[C@H](c2ccccc2)C12CN(C(=O)CC1CC1)C2	.	.	-6	7	-3	-0.4	.
Cc1cc(C(=O)Nc2cccc3c2O[C@H](CN(C)S(=O)(=O)c2ccccc2)[C@H](C)CN([C@@H](C)CO)C3=O)n(C)n1	-3[16.7 µM]	-11	-7	6	0	-4.1	.
C#CCN1C(Cc2ccccc2)C(=O)O[C@H](C2CCCCC2)[C@@H]1/C=C/C1CC1 (stereo not given in full)	.	0	-2	2	.	1.9	.
O=C(CNC(=O)c1ccccc1)OCCOc1cccc(Cl)c1	.	8	-11	5	-6	-0.8	-8
CCCN1CCC(=O)N([C@H](CSc2ccc(OC)cc2)CC(C)C)CC1	-1	-90	-14	-66	-11	4.0	10
Cc1ccc(S(=O)(=O)/N=C2\C=C(NS(=O)(=O)c3ccccc3)C(=O)c3ccccc32)c(C)c1	11	14	-8	-72	1	-2.8	4
CCC(=O)Nc1ccc2c(c1)C(=O)N(C)[C@@H]1CC[C@@H](CC(=O)NCCOC)O[C@H]1CO2	-9[16.7 µM]	-9	10	-1	-2	2.3	-3
Cc1cccc(C)c1-n1nnnc1C1(C)CCC(=O)N1Cc1cccc(C(F)(F)F)c1 (stereo not given)	.	0	-13	-8	-9	-1.6	-6
C=CCN1C(=O)c2ccc(C(=O)N(C)CC(=O)Nc3ccccc3C(F)(F)F)cc2C1=O	-3	-18	-3	-21	5	-1.4	-3
C[C@@H]1CN([C@@H](C)CO)C(=O)Cc2cc(NC(=O)Nc3ccc(F)cc3)ccc2O[C@H]1CN(C)CC1CC1	7[16.7 µM]	1	-4	-3	-12	3.9	.
Cc1ccc(NC(=O)c2cc(S(=O)(=O)N3CCCC3)c[nH]2)c(C)c1	2	-4	11	-4	-4	1.6	0
CCN=C1S/C(=C\c2cn(CC(=O)NCCOC)c3ccccc23)C(=O)N1CC	.	7	2	10	16	5.1	2
Cc1cccc(C2Nc3ccccc3C(=O)N2c2ccccc2)n1 (stereo not given)	0	.	-2	-2	17	-0.4	.
CC(C)OCCCN1CN(S(=O)(=O)c2cccs2)c2nc3ccccc3nc21	.	-78	2	-29	-10	0.6	-2
O=C(C[C@@H]1C=C[C@H](NC(=O)Nc2ccc(F)cc2)[C@H](CO)O1)NCc1ccccn1	.	2	-6	-1	15	-4.0	1

Some of these compounds in order of formula weight, smallest number first.
SMILES	miR122 inh	PAX8 inh HTS	DENV2 CPE	EWS-Fli inh	INS-1E GSIS act	CFTR F508del cor	FN deposition inh
Cc1ccc(N(Cc2ccccc2F)S(C)(=O)=O)cc1C	10	.	-4	9	-16	3.0	.
CC1CC(=O)Nc2ccccc2N1C(=O)Nc1ccc(F)cc1F (stereo not given)	3	-3	-1	6	1	1.6	-4
Cc1ccc(NC(=O)c2cc(S(=O)(=O)N3CCCC3)c[nH]2)c(C)c1	2	-4	11	-4	-4	1.6	0
CCc1cc2c(nc1CC)CCCN2S(=O)(=O)c1ccc(C#N)cc1	.	-3	0	-1	-25	2.4	-4
CCOc1ccc(-c2nnn(CC(=O)Nc3ccccc3OC)n2)cc1OCC	3	.	.	.	68*	.	8
CC(C)OCCCN1CN(S(=O)(=O)c2cccs2)c2nc3ccccc3nc21	.	-78	2	-29	-10	0.6	-2
CCC(=O)Nc1ccc2c(c1)C(=O)N(C)[C@@H]1CC[C@@H](CC(=O)NCCOC)O[C@H]1CO2	-9[16.7 µM]	-9	10	-1	-2	2.3	-3
C[C@@H]1CN([C@@H](C)CO)C(=O)Cc2cc(NC(=O)Nc3ccc(F)cc3)ccc2O[C@H]1CN(C)CC1CC1	7[16.7 µM]	1	-4	-3	-12	3.9	.
Cc1cc(C(=O)Nc2cccc3c2O[C@H](CN(C)S(=O)(=O)c2ccccc2)[C@H](C)CN([C@@H](C)CO)C3=O)n(C)n1	-3[16.7 µM]	-11	-7	6	0	-4.1	.

(further entries)
SMILES	miR122 inh	PAX8 inh HTS	DENV2 CPE	EWS-Fli inh	INS-1E GSIS act	CFTR F508del cor	FN deposition inh
Cc1ccc(OC(=O)N(C)C[C@H]2OCc3ccccc3-c3ccccc3C(=O)N([C@H](C)CO)C[C@@H]2C)cc1	.	.	-3	-2	4	-2.2	-17
C[C@@H]1CCCCO[C@@H](CN(C)C(=O)NC2CCCCC2)[C@H](C)CN([C@@H](C)CO)C(=O)c2cc(N(C)C)ccc2O1	14[16.7 µM]	-2	-2	-4	0	2.0	3
CC(C)(C)C(=O)N1CCN(c2ccc(NC(=O)c3ccco3)cc2)CC1	.	0	10	4	12	0.3	-3
O=C(NCC[C@@H]1CC[C@H](NS(=O)(=O)c2cccc(F)c2)[C@@H](CO)O1)c1cnccn1	.	-4	-1	1	0	1.4	-3
CCNC(=O)C[C@@H]1CC[C@H]2[C@@H](COC[C@@H](O)CN2C(=O)Nc2c(C)noc2C)O1	-2[16.7 µM]	-12	-6	7	4	-1.4	-6
C[C@@H]1CN([C@@H](C)CO)C(=O)c2cc(NS(=O)(=O)c3ccc(Cl)cc3)ccc2O[C@H]1CN(C)S(=O)(=O)c1ccc(F)cc1	0[16.7 µM]	-23	-1	4	-7	-3.9	.
C[C@@H]1CN([C@@H](C)CO)C(=O)Cc2cc(NS(=O)(=O)c3cn(C)cn3)ccc2O[C@@H]1CN(C)S(=O)(=O)c1cn(C)cn1	4[16.7 µM]	1	6	-9	8	1.8	.
Cc1nn(-c2ccccc2)c(N2CCCC2)c1/C=N/NC(=O)c1cc(-c2ccccc2)nc2ccccc12	8	16	5	7	10	.	-7
CC1CCc2c(C(=O)NCc3ccco3)csc2C1 (stereo not given)	.	-45	.	-23	-13	0.3	3
[O-][n+]1cccc2ncc3cscc3c21	-26	7	.	-6	-4	-3.0	0
CO[C@@H]1CC[C@@H]2CCOc3c(C#N)cccc3C(=O)N(C)C[C@@H](C)C(=O)N(C)C[C@H]1O2	.	4	-7	-4	-1	0.1	-3
CC(C)NC(=O)Nc1ccc2c(c1)C(=O)N([C@@H](C)CO)C[C@@H](C)[C@H](CN(C)C(=O)C1CCCCC1)OCCCC[C@H](C)O2	-2[16.7 µM]	-1	2	8	-6	1.3	4
CCCNC(=O)N1[C@H](CO)[C@H](c2ccc(C3=CCCCC3)cc2)[C@H]1CNC(C)C	.	.	-1	10	-9	1.5	4
O=C(COc1ccc2c3c(c(=O)oc2c1)CCC3)NCCCN1CCCC1=O	-10	-22	-4	-7	36	-0.2	2
CO[C@H]1CC[C@H]2CCOc3ccc(C#N)cc3C(=O)N(C)C[C@H](OC)[C@@H](C)C(=O)N(C)C[C@H]1O2	.	6	5	-4	10	.	5
COc1ccccc1S(=O)(=O)N(C)C[C@H]1OCc2ccccc2-c2ccccc2C(=O)N([C@@H](C)CO)C[C@@H]1C	.	14	-1	4	3	-0.4	3
COc1ccc(-c2ccc(C3[C@H]4CNC[C@@H]3N4Cc3cc(F)ccc3F)cc2)cc1 (stereo not given in full)	.	.	-9	.	-2	-3.3	-2
O=C(CN1CCOCC1)N1CC[C@@H]2[C@@H](CO)Nc3ccc(-c4ccccc4)cc3[C@@H]21	-4[16.7 µM]	12	.	-9	-3	-2.2	-6
COc1ccc(C(C)=O)cc1COC(=O)C1CCN(C(=O)c2ccc(Cl)cc2)CC1	.	11	-1	-5	-37	1.7	8
O=C(CSc1nnnn1-c1ccc(C(=O)O)cc1)NC1CCCCC1	-11	6	6	-2	-15	-2.8	4
CCCN1[C@H](C(=O)NC2CCC2)[C@@H](CO)[C@@H]2Cn3c(ccc(-c4cccnc4)c3=O)[C@@H]21	.	.	9	-2	6	.	.
COc1ccc(C(=O)NC2(C(F)(F)F)N=C3SCCN3C2=O)cc1 (stereo not given)	-7	.	.	.	-12	.	-2
CC(C)c1ccc(N(CC(=O)Nc2ccc(S(=O)(=O)N3CCOCC3)cc2)S(C)(=O)=O)cc1	10	-8	.	.	.	.	-7
COc1ccc(NC(=O)N(C)C[C@@H]2Oc3c(NS(=O)(=O)c4ccc(F)cc4)cccc3C(=O)N([C@@H](C)CO)C[C@@H]2C)cc1	3[16.7 µM]	1	-2	0	-19	-0.6	.
CC(=O)c1ccc(OCC(=O)N2CCCC(Nc3ccc(C)c(C)c3)C2)cc1 (stereo not given)	.	11	7	.	-3	-2.9	7
SMILES	miR122 inh	PAX8 inh HTS	DENV2 CPE	EWS-Fli inh	INS-1E GSIS act	CFTR F508del cor	FN deposition inh
COc1ccc(CN(C)C[C@@H]2Oc3ccc(NC(=O)Nc4ccc5c(c4)OCO5)cc3CC(=O)N([C@H](C)CO)C[C@@H]2C)cc1	0[16.7 µM]	3	-10	9	-15	-0.9	8
CSCCC1NC(=O)N(CC(=O)Nc2ccc3c(c2)OCCO3)C1=O (stereo not given)	.	-7	-3	-1	-12	-0.4	1
O=C(c1ccc(N2CCCC2)c([N+](=O)[O-])c1)N1CCN(c2ccccn2)CC1	.	-4	6	5	-13	0.6	.
O=C(Nc1nc(=O)n(C(=O)c2cccc(C(F)(F)F)c2)s1)c1ccccc1	-3	-30	0	9	0	-1.1	-7
O=[N+]([O-])c1ccc(C(O)CSC(=S)N2CCCCC2)cc1 (stereo not given)	5	-116	-5	-35	6	-1.1	1
O=C(CCn1nnc(-c2cccs2)n1)NCc1ccccc1Cl	4	.	-8	-2	-12	-2.6	.
CC(C)C#Cc1ccc([C@H]2[C@@H](CO)N3CCCCN(C(=O)NC(C)C)C[C@@H]23)cc1	-24[16.7 µM]	-37	.	-15	-5	0.5	.
CN(C)CCCN(C(=O)c1ccc(S(=O)(=O)N(C)Cc2ccccc2)cc1)c1nc2cc3c(cc2s1)OCO3	2	5	-13	18	-47	1.3	8
Cc1noc(C)c1NC(=O)N(C)C[C@@H]1Oc2c(NC(=O)Nc3ccc(C(F)(F)F)cc3)cccc2C(=O)N([C@@H](C)CO)C[C@@H]1C	-8[16.7 µM]	.	32*	-1	.	-0.7	.
COc1ccc(CN2CCN(C(=O)CC(C)C)CC2)cc1Br	.	10	-8	-2	-2	-6.9	-7
CCC(=O)N[C@H]1CC[C@@H](CC(=O)NCc2ccc(OC)cc2)O[C@@H]1CO	.	-21	?	-3	6	2.7	.
CCn1cc(C(=O)N[C@H](C(=O)NC(C)(C)CO)C(C)C)c(=O)c2cc3c(cc21)OCO3	-2	-10	-1	-2	-7	-4.2	-9
